MITF inh – human MITF inhibition, primary screen; 650,000 tested, 0.91% active; inhibition, % at 2.6 µM; AlphaScreen MITF homodimerization, bead proximity signal; O75030; in the data active means inhibition above about 50%;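 further: 0% = vehicle wells with protein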
FBW7 activator – human FBW7 E3 ligase activation, primary screen. AlphaScreen FBW7–phospho-cyclin E peptide binding, activator screen. 650,000 tested, 0.13% active. normalized activity (activation), % at 26.1 µM. AID 1259310. Q969H0; in the data active means normalized activity above about 1.9%;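 further: purified mutant Fbw7 with reduced substrate affinity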
Target sequence (Q969H0 whole entry, looked up): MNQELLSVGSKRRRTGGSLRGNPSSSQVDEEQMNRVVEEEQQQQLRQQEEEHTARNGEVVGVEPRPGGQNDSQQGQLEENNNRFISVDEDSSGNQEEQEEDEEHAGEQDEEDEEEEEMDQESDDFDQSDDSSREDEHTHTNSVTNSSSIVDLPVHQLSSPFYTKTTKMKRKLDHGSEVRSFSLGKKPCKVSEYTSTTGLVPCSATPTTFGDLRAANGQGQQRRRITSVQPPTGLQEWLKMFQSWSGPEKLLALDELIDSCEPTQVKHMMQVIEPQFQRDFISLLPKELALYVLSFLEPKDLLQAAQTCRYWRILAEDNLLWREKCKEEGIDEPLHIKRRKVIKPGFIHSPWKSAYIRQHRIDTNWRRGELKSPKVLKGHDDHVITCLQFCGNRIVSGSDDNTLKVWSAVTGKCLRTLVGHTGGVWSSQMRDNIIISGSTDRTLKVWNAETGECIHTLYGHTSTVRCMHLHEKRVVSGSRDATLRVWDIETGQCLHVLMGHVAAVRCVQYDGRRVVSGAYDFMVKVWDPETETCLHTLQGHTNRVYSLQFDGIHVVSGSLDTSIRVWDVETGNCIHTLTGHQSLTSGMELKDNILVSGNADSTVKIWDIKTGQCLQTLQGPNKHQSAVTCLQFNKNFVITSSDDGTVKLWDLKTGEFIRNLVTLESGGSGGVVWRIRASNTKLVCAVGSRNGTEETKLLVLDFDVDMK
TEAD-YAP block – TEAD-YAP interaction inhibition. AID 1259422. inhibition, % at 9.12 µM. 640,000 tested, 1.4% active. HEK-TIYL cells, TEAD-Gal4/YAP UAS-luciferase luminescence; in the data active means inhibition above about 32%;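 further: 0% = median of test compound wells and 100% = reference inhibitor wells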
GPR151 ag – activators of human GPR151 | Q8TDV0 | PathHunter beta-arrestin GPR151 cells, luminescence | activation, % at 11.2 µM | 650,000 tested, 1% active; in the data active means activation above about 4.9%;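 further: 0% = median of compound wells and 100% = cells with positive control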
Target sequence (Q8TDV0 whole entry, looked up): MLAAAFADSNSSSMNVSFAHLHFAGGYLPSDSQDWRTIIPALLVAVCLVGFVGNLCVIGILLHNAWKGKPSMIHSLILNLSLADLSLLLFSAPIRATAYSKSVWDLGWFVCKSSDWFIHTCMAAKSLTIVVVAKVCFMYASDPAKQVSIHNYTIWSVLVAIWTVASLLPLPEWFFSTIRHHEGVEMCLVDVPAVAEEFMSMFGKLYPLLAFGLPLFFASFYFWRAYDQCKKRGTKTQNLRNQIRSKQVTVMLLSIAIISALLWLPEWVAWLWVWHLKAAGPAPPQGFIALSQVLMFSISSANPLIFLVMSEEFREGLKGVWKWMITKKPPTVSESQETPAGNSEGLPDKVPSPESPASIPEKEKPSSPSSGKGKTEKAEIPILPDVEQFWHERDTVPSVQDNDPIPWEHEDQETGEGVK
* marks the source's active call; other numbers are inactive results; x = no result given.

The line under a structure holds: MITF inh	FBW7 activator	TEAD-YAP block	GPR151 ag
> CCOC(=O)c1ccccc1NC(=O)Nc1nnc(N(C)C2CCCCC2)s1
→ -2.4	-0.1	-0.7	-2.7
> COC(=O)c1ccc(NC(=O)CSc2nnc3[nH]c(=O)cc(C)n23)cc1
→ -1.6	0.1	0.6	1.8
> CC(C)n1cnc2c(NCc3ccccc3)nc(Nc3ccccn3)nc21
→ 10.5	0.4	12.2	-2.0
> CCCCCOc1ccc(N2C(=O)C=CC2=O)cc1
→ -13.8	-0.3	6.1	-1.3
> CSc1nnc(CCNC(=O)c2cc(Cl)cc(Cl)c2)n1C
→ -5.5	-0.2	-13.1	-0.6
> CCOc1cc(C2C(C(=O)OC(C)C)=C(C)NC3=C2C(=O)CC(c2ccc(Cl)cc2)C3)ccc1O (stereo unspecified)
→ -4.3	0.0	-21.6	-0.1
> CC(C)N1CC=C2C(C#N)=C(N)C(C#N)(C#N)C(c3ccccc3)C2C1 (stereo unspecified)
→ 4.6	-0.1	8.3	-0.8
> CC(C)CN(C(=O)COC(=O)CCc1c[nH]c2ccccc12)C1CCS(=O)(=O)C1 (stereo unspecified)
→ 3.8	-0.1	2.1	-0.3
> CCC(C)CC(=O)NCC1CCC2(CCN(Cc3cccnc3)CC2)O1 (stereo unspecified)
→ -13.1	0.1	-0.5	0.9
> CN1CC23C=CC(O2)C(C(=O)N2CCC(c4ccncc4)CC2)C3C1=O (stereo unspecified)
→ 13.0	0.3	5.9	-1.6
> COc1ccccc1CNC(=O)CSc1cc(=O)n(C)c2cc(Cl)ccc12
→ 8.9	0.0	2.2	-0.2
> C=CCNC(=S)NNC(=O)c1ccccc1OCCCC
→ -4.4	0.1	5.5	-0.1
> CCN(C(=O)CCN1C(=S)NC(C)(C)CC1C)c1ccc(C)c(C)c1 (stereo unspecified)
→ -6.8	0.0	0.4	-0.6
> CCCCC[C@@H](O)/C=C/[C@H]1[C@H](C/C=C\CCCC(=O)O)C(=O)C[C@@H]1O
→ 11.7	x	x	-1.9
> Cc1ccccc1N(CC(=O)NCCc1ccccc1)S(C)(=O)=O
→ -6.9	-0.2	1.9	-0.8
> CC1CCc2c(sc(NC(=O)c3cnn4c(C(F)(F)F)cc(-c5ccco5)nc34)c2C#N)C1 (stereo unspecified)
→ 18.4	0.1	-12.9	2.8
> Cc1nn(CC(=O)NC2CC2)c(=O)c2cc3ccsc3n12
→ 8.4	0.2	5.1	-0.8
> Cc1ccc(NC(=O)CSc2nccn2C)cc1
→ 2.4	0.1	-45.9	0.0
> O=C(CCCn1c(SCC(=O)c2ccc(F)cc2)nc2ccccc2c1=O)NCCCN1CCOCC1
→ -10.7	0.1	16.1	1.2
> COc1ccc2nc(/C(C#N)=C\c3ccc4c(c3)n(C)c(=O)n4C)[nH]c2c1
→ 8.0	-0.1	-5.3	0.4
> NC(=O)COc1ncnc2ccccc12
→ -3.5	-0.1	3.9	0.0
> COc1ccc(/C=C(\NC(=O)c2ccc(C)cc2)C(=O)N2CCCC2)cc1OC
→ -3.8	0.9	-8.1	-0.7
> O=C(CSc1nnc(NC(=O)C2CC2)s1)NCc1ccco1
→ 14.8	0.0	9.6	-1.5
> Cc1ccc2c(c1)C(=O)C(=O)N2CC(=O)Nc1ccccc1NC(=O)c1ccccn1
→ 2.5	-0.1	9.0	0.8
> O=C(Nc1ccc(Cl)cc1)c1cc2nc(-c3ccccc3)cc(-c3ccccc3)n2n1
→ 5.8	0.2	7.5	-1.5
> Cc1cc2c(c(=O)o1)C1(C(=O)N(Cc3ccccc3)c3ccccc31)C(C#N)=C(N)O2 (stereo unspecified)
→ 14.6	0.3	9.3	0.1
> CCc1ccc(C(=O)N2CCN3C(=O)[C@H](CO)N(C)C(=O)[C@H]3C2)cc1
→ 13.2	1.0	7.9	-0.8
> CCn1c2ccccc2n2c(=O)n(CC(=O)N3CCCC4CCCCC43)nc12 (stereo unspecified)
→ -2.8	-0.3	-9.5	-1.1
> COc1ccc(NC(=O)c2ccccc2NC(=O)Cc2ccc(OC)c(OC)c2)cc1
→ 4.5	0.1	-5.5	-0.5
> COc1ccc(C)cc1Nc1nc(Cc2ccccc2)nc2sc3c(c12)CCCC3
→ 7.2	0.1	9.3	0.8

Record cards (already shown):
Entry for COC(=O)c1ccc(NC(=O)CSc2nnc3[nH]c(=O)cc(C)n23)cc1 → MITF inh: -1.6; FBW7 activator: 0.1; TEAD-YAP block: 0.6; GPR151 ag: 1.8
Entry for CC(C)N1CC=C2C(C#N)=C(N)C(C#N)(C#N)C(c3ccccc3)C2C1 (stereo unspecified) → MITF inh: 4.6; FBW7 activator: -0.1; TEAD-YAP block: 8.3; GPR151 ag: -0.8

(listing goes on)
The line under a structure holds: MITF inh	FBW7 activator	TEAD-YAP block	GPR151 ag
> N/C(=N\NC(=O)c1cccs1)c1cc2cc(Cl)ccc2oc1=O
→ 11.7	0.0	-71.9	-1.0
> COC(=O)/C(=C\c1c[nH]c2ccccc12)[N+](=O)[O-]
→ 24.1	0.0	6.7	1.4
> CCOCCCNC(=O)c1ccc2nc(-c3ccccc3)c(-c3ccccc3)nc2c1
→ -10.4	0.0	11.5	2.6
> FC(F)(F)c1cccc(CNc2ccnc(Nc3ccccc3)n2)c1
→ -2.8	-0.1	22.4	1.5
> COc1ccc(NC(=O)CCC(=O)c2ccc(C)c(C)c2)cc1
→ -19.9	-0.1	5.6	-0.4
> COc1cc(Nc2nc(NCCO)c3[nH]cnc3n2)cc(OC)c1OC
→ 20.5	0.2	-9.8	3.0
> CCCN(CCC)S(=O)(=O)c1ccc(C(=O)Nc2cc(OC)cc3cccnc23)cc1
→ 0.3	0.0	2.1	3.3
> Clc1ccc2nc(CSc3nnc(NC4CCCCC4)s3)cn2c1
→ -13.3	-0.1	-12.4	-0.5
> O=C(CSc1nc2ccccc2c(=O)n1CC1CCC(C(=O)NCc2ccccc2)CC1)NCc1ccco1 (stereo unspecified)
→ 13.0	0.6	10.7	-1.2
> COc1ccc(-c2cc(C(=O)Nc3c(C)n(C)n(-c4ccccc4)c3=O)no2)cc1
→ 16.9	0.2	6.0	-0.1
> Nc1nnc(CCOc2ccc(Cl)cc2)s1
→ -4.5	-0.2	-8.3	0.1
> CSc1nc2sc3c(c2c(=O)n1-c1ccccc1)CC(C(C)C)OC3 (stereo unspecified)
→ 5.6	-0.1	6.2	-0.5
> Cc1cc(NC(=O)CSc2nc(C3CC3)nc3sc(C)c(C)c23)no1
→ 4.5	-0.1	-0.2	-1.2
> COCCN1CCN(c2nncc(-c3ccc(Cl)cc3)n2)CC1
→ 6.3	0.0	-42.6	0.1
> O=C(Nc1ccc(S(=O)(=O)Nc2nccs2)cc1)c1ccc(NC(=O)C(F)(F)F)cc1
→ 0.4	-0.2	4.0	-0.3
> CCC(Nc1ccc(Br)cc1)C(=O)N/N=C/c1ccc([N+](=O)[O-])cc1 (stereo unspecified)
→ 4.2	0.0	8.8	1.7
> CC(NC(=O)CCCn1c(=O)[nH]c2ccsc2c1=O)C12CC3CC(CC(C3)C1)C2 (stereo unspecified)
→ 1.6	0.1	-4.5	0.7
> CCOc1ccc(-n2c(CNC(=O)c3ccccc3F)nnc2SCC(=O)N2N=C(c3cccs3)CC2c2ccc(C)cc2)cc1 (stereo unspecified)
→ 12.8	0.2	4.6	-1.6
> CC(C)CC(NC(=O)C1CCCCC1)C(=O)N1CCN(c2ccccn2)CC1 (stereo unspecified)
→ 3.0	0.1	4.9	-0.5
> COc1cc(/C=N/S(=O)(=O)CCc2ccccc2)cc(Br)c1O
→ 7.7	0.0	2.0	-2.2
> CCOC(=O)C1=C(C)N=c2s/c(=C\c3ccc(-c4ccc(Cl)c(C(=O)O)c4)o3)c(=O)n2C1c1ccc2c(c1)OCO2 (stereo unspecified)
→ -2.1	0.1	-4.1	-0.9
> CCC(C)NS(=O)(=O)c1ccc(OCC(=O)Nc2cccc([N+](=O)[O-])c2)cc1 (stereo unspecified)
→ 3.8	0.2	-7.4	-1.6
> OCCOCCOC1CCC=CO1 (stereo unspecified)
→ 7.6	0.0	1.8	-0.1
> CC(C)CNc1nc(Oc2ccc(=O)[nH]n2)nc(N2CCOCC2)n1
→ -6.6	-0.2	0.7	-0.7
> COC(=O)Cn1cc([N+](=O)[O-])nc1C
→ -2.8	0.0	2.4	-1.7
> CN1CCN(C(=O)CN2C(=O)/C(=C/c3ccccc3Cl)SC2=S)CC1
→ 12.6	-0.3	2.0	-0.1
> CCOc1cccc2c1N[C@@H](c1ccc(C(=O)O)cc1)[C@H]1CC=C[C@@H]21
→ 65.3*	-1.0	6.8	-0.8
> O=[N+]([O-])c1ccc(N2CCN(S(=O)(=O)c3cccc4cccc(Cl)c34)CC2)cc1
→ -10.6	-0.1	-4.4	0.1
> Cc1c(Cl)cccc1NC(=O)CSc1ncccc1C(=O)O
→ -10.1	-0.1	4.1	1.0
> Cc1ccc([N+](=O)[O-])cc1NC(=O)CN(c1ccc(Cl)cc1Cl)S(C)(=O)=O
→ 2.3	0.1	2.2	0.7
> Cc1cc(S(=O)(=O)NCCN2CCOC(c3ccccc3)C2)ccc1F (stereo unspecified)
→ 21.0	0.3	7.6	-0.4
> CN(C)CCNC(=O)C12CC3CCC(CC(C3)C1)C2
→ -4.9	0.0	-7.8	-0.4
> CCN(CC)C(=O)CSc1nc(N)c2c3c(sc2n1)COC(C)(CC)C3 (stereo unspecified)
→ 21.3	0.1	0.5	-0.9
> CSC1=NC(=Nc2ccc(C)cc2)C2(CCC(C(C)(C)C)CC2)N1c1cccc(O)c1 (stereo unspecified)
→ 0.2	0.0	5.2	0.2
> C=CCc1ccc(OCCOCCNCCN(C)C)c(OC)c1
→ -1.8	0.0	4.1	-1.3
> O=C(NN1C(=O)c2ccccc2C1=O)c1ccc(O)cc1
→ 6.7	0.3	2.6	0.2
> Cc1ccc(/C(O)=C2\C(=O)C(=O)N(c3nc4ccccc4s3)C2c2cccc([N+](=O)[O-])c2)cc1 (stereo unspecified)
→ 4.0	-0.1	-3.0	1.0
> CCOC(=O)Cn1c(=O)oc2cc(S(=O)(=O)N(C)c3ccc(OC)cc3)ccc21
→ 7.1	0.1	4.2	2.2
> COc1ccc(CNC(=O)c2ccc(CS(=O)Cc3ccccc3Cl)o2)cc1 (stereo unspecified)
→ -13.1	-0.1	15.9	1.4
> CCOC(=O)C1=C(c2ccccc2)S/C(=C2/C(=S)C(C)(C)N(C(=O)CC(C)C)c3ccc(OCC)cc32)S1
→ 2.5	-0.3	1.0	1.2
> CCC(Sc1nc(NCCc2ccccc2)c2ccccc2n1)C(=O)N1CCOCC1 (stereo unspecified)
→ 6.1	-0.1	7.2	0.9
> N#Cc1c(N)oc(-c2ccoc2)c1-c1ccco1
→ 2.8	-0.2	11.6	-1.6
> Cc1cccc(S(=O)(=O)N2CCSC2c2ccccc2Cl)c1 (stereo unspecified)
→ 5.8	0.0	-0.8	-0.4
> COc1ccc(C2CC(=O)C3=C(C2)NC(C)=C(C(=O)OC(C)C)C3c2ccccc2Br)cc1 (stereo unspecified)
→ -15.3	0.5	5.9	0.2
> CCc1cccc(C)c1NC(=O)C1CC(=O)N(c2ccc(F)cc2)C1 (stereo unspecified)
→ 0.2	-0.1	9.9	-0.1
> COc1ccccc1C1SCCN1S(=O)(=O)c1cc([N+](=O)[O-])c(C)c([N+](=O)[O-])c1 (stereo unspecified)
→ 11.1	-0.1	-6.9	0.2
> CCn1c(SCC(=O)Nc2nnc(C)s2)nnc1-c1ccc(OC)cc1
→ -28.7	0.0	-5.0	-0.2
> COc1ccc(N2CCN(S(=O)(=O)c3ccccc3C(F)(F)F)CC2)cc1
→ 0.1	0.2	2.2	5.1*
> CCc1cccc(NC(=O)N[C@H]2C[C@H]3C(=O)N[C@@H](CC)C(=O)N3C2)c1
→ 1.2	-0.2	-2.8	0.2
> COc1ccccc1-n1c(SCC(=O)c2ccccc2)nc2c(sc(=S)n2-c2ccccc2)c1=O
→ -9.5	-0.1	-15.9	-0.9
> Cc1cnc(Nc2nc3ccccc3n2C)nc1NC1CCN(Cc2ccccc2)CC1
→ -0.3	-0.1	-0.9	-1.0
> CCCc1ccc2c(N)c(C(=O)c3ccccc3)sc2n1
→ -5.3	-0.1	-36.4	0.2
> CCOC(=O)C1CCC(CN(Cc2ccc(OC)cc2)S(=O)(=O)c2ccc(F)c(C(=O)Nc3ccc(C)c(C)c3)c2)CC1 (stereo unspecified)
→ 10.0	0.1	4.2	0.0
> CCCCNc1nc(C)nc2sc(C)cc12
→ -2.9	0.0	11.7	0.0
> COC(=O)c1c(NC(=O)CSc2nnc(N)s2)sc(C)c1C
→ -1.6	-0.1	1.0	0.9
> Cc1ccc(NC(=O)c2ccc([N+](=O)[O-])o2)cc1C
→ 14.1	-0.1	-28.8	-3.5
> O=C(O)CCCN1C(=O)c2cccc3c(O)ccc(c23)C1=O
→ 15.5	0.1	-8.2	-1.3
> c1ccc(Nc2c3c(nc4ccccc24)CCC3)cc1
→ -7.8	0.1	-7.3	-0.9
> O=C(Nc1ccccc1C(F)(F)F)c1ccc(Br)o1
→ 4.2	0.1	-10.8	1.4
> COc1ccc(-c2ccc(=O)n(CC(=O)Nc3ccc(Cl)c(C(F)(F)F)c3)n2)cc1
→ -0.5	0.6	4.8	0.6

New compounds follow:
The line under a structure holds: MITF inh	FBW7 activator	TEAD-YAP block	GPR151 ag
> O=C(Nc1ccc(Cl)cc1)c1cnc2n(c1=O)CCS2
→ -7.2	0.0	-12.1	0.8
> COc1ccc(S(=O)(=O)N2CCOCC2)cc1NC(c1ccccc1)c1ccccc1
→ 5.4	0.1	-1.4	1.0
> O=C(Nc1ccncc1)c1ccc(C(=O)Nc2ccncc2)cc1
→ 1.2	0.4	5.2	0.3
> Cc1cccc(C)c1-n1c(=S)sc2c(=O)n(-c3ccccc3)c(SCC#N)nc21
→ 27.1	0.5	-9.2	-1.2

Screens as filed in PubChem.
